# hERG WT inh = inhibitors of human wildtype KCNH2 potassium channel | U2OS, BacMam KCNH2, thallium flux FluxOr; stronger effect = lower value | activity change, % at 1.84 µM | 340,000 compounds, 0.37% hits | AID 720551;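 active = maximum activity change below -70%; inconclusive = maximum activity change between -70% and -50%; inactive = maximum activity change above -50%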; note: % is set by controls: 0 for no effect and ±100 for the full control effect
# Target sequence (Q12809 whole entry, looked up): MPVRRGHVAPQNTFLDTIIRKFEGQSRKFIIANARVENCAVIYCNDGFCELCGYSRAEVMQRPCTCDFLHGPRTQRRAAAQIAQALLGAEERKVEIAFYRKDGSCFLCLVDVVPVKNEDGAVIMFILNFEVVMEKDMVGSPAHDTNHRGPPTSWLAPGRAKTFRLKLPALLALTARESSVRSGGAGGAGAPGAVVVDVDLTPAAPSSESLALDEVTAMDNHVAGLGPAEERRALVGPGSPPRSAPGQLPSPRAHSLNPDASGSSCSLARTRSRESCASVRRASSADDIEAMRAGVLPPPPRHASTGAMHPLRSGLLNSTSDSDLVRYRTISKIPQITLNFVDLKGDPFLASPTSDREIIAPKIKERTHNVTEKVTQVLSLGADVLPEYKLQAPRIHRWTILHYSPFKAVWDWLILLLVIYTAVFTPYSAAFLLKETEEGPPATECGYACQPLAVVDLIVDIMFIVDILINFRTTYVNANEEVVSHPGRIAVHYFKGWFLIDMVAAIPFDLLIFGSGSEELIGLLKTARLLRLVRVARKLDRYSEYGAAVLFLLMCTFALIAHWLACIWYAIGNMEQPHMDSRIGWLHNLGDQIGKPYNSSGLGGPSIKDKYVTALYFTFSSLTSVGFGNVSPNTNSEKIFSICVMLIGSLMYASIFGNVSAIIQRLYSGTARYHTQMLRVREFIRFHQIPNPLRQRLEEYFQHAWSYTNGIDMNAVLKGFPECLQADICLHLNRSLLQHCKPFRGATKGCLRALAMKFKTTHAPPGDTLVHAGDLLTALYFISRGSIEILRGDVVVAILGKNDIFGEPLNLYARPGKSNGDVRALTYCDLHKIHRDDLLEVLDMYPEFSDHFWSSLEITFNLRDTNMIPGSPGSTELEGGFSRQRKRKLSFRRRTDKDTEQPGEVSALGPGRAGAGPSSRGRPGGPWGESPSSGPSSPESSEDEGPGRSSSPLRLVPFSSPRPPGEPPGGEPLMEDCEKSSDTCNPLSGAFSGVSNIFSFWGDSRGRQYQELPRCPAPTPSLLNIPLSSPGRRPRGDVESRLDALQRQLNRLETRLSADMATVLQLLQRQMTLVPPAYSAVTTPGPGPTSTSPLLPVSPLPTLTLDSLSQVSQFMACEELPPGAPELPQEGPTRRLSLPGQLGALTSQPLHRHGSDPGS
#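 U2OS cells transduced with wild-type KCNH2 virus are loaded with FluxOr dye for 45 min, and thallium flux is measured in kinetic reads before and after stimulation buffer. Rate constants are normalized to DMSO controls.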
# TCR activator = T cell receptor activation. primary human leukocytes, anti-CD3, IL-2 HTRF, 48 h. Potency, µM (series often up to 9.22 µM), without a hit: top-dose activation of IL-2 secretion, hits mostly activators. 330,000 tested, under 10 active. AID 504894; note: % of control where 0% means no effect
#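 1) Mix primary human leukocytes, a-CD3 beads and compound. 2) Incubate 48 hr. 3) Add HTRF IL-2 reagents (a-IL-2-K, a-IL-2-d2).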
# TRPV1 ag = activates the human vanilloid receptor TRPV1; Q8NER1; activation, % at 8.33 µM; 320,000 compounds, 0.19% hits; TRPV1-expressing cells, Fluo-8 calcium influx, agonist mode; in the data active = activation above about 80%; inconclusive = between about 30% and that limit; note: 0% is about no effect
#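 Cells expressing TRPV1 were dye-loaded with Fluo-8 and read kinetically: 10 s baseline, 3 min after compound (agonist portion), then 2 min after EC20 capsaicin (allosteric enhancer portion). Calcium-bound dye fluorescence at 480/520 nm.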
# Mito fusion act = blocks mitochondrial division or promotes mitochondrial fusion. Potency, µM (series often up to 46.1 µM), inactives show top-dose growth rescue (activation), actives largely listed as activators. 320,000 compounds, 0.23% hits. AID 485298. S. cerevisiae fusion-defective mutant growth rescue, CellTiterGlo 48 h;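 note: potency is the fitted concentration of half-maximal effect; % of control where 0% means no effect; nearly all actives have a fitted effect of over 45% in size; temperature-sensitive fusion mutants such as fzo1-1 at 37 °C on non-fermentable ethanol glycerol medium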
#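 Read-out: ATP-based luminescence (CellTiterGlo, 10 min ambient) reporting growth of fusion-defective ts yeast after 48 hours at 37C on glycerol/ethanol YPEG medium in the presence of compound.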
# KCNH2 3.1 block = KCNH2 3.1 (human) potassium channel inhibition; AID 720553; 340,000 compounds, 0.95% hits; activity change, % (tested at about 1.8 µM); U2OS KCNH2 3.1, thallium flux FluxOr; stronger effect = lower value;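 active = maximum activity change below -70%; inconclusive = maximum activity change from -70% to -50%; inactive = maximum activity change above -50%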;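 note: thallium influx rate constant from kinetic fluorescence after stimulation buffer; % is set by controls: 0 for no effect and ±100 for the full control effect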
#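 Normalized rate constant (relative to positive and negative DMSO controls) derived from a 2 min kinetic fluorescence read after stimulation; U2OS cells expressing the 3.1 isoform via virus at 1.77 x 10^8 /mL.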
# USP2a inh = blocks human ubiquitin-specific protease USP2a; O75604; USP2 core, Ub-CHOP2 coupled fluorogenic reporter, 485/531; Potency, µM (series often up to 38.3 µM), for inactives: at the highest dose activity change, negative = inhibition, actives largely listed as inhibitors; 330,000 compounds, 0.01% hits; AID 463254;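 note: potency is the fitted concentration of half-maximal effect; plate controls were DMSO wells for no effect and full inhibition by NEM control for full effect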
#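 Cell-free coupled assay: 10nM USP2 core preincubated 30min RT with compound in Tris-HCl pH 8.0/CaCl2/CHAPS buffer, then 25nM Ub-CHOP2 and 25nM reporter substrate; fluorescence (Ex 485/Em 531) read after 60min RT, normalized to NEM inhibition, concentration-response curves fitted.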
# AT treatment = candidate therapy for ataxia-telangiectasia. […] A-T fibroblasts, KAP-1 phosphorylation AlphaLISA; neocarzinostatin DNA damage 30 min before lysis. Potency, µM (highest dose often 57.5 µM), for the others: at the top dose activation, actives largely listed as activators. 320,000 compounds, 0.19% hits. AID 485349; note: potency is the fitted concentration of half-maximal effect; % of control where 0% means no effect; nearly all actives have a fitted effect of over 45% in size
#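 hTERT-immortalized A-T patient fibroblasts ([…]), 500 cells/well in OPTI-MEM, 1% FBS, got compounds for 60 min, then NCS for 30 min at 37C. Lysates were then assayed for phospho-KAP-1 by AlphaLISA (anti-pKAP1 donor, anti-KAP1 acceptor beads), 6 hr at 25C.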
# Eya2 phos inh = Eya2 (human) phosphatase inhibition; O00167; recombinant Eya2, OMFP fluorescence dephosphorylation (OMFP is methylfluorescein phosphate); Potency, µM (top dose mostly 76.9 µM), without a hit: top-dose activity, negative = inhibition, actives largely listed as inhibitors; 330,000 compounds, 0.006% hits; note: potency is the fitted concentration of half-maximal effect; % is set by controls: 0 for no effect and ±100 for the full control effect
#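 Eya2 (0.2 uM) preincubated 10 min at ambient with compound, then OMFP substrate added at 50 uM; 10 min reaction in 50 mM HEPES pH 7.5, 50 mM NaCl, 5 uM MgCl2, 0.05% BSA, 1 mM DTT. Fluorescence read at Ex 485/Em 525 nm.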
# ELG1 DNA repair = ELG1-dependent DNA repair inhibition | HEK293T ELG1-luciferase reporter, luminescence, 16 h; DNA damage induced by 5-fluorouridine | Potency, µM (highest dose often 46.1 µM), inactives show top-dose activity change, negative = inhibition, hits mostly inhibitors | 330,000 compounds, 2.3% hits; note: potency is the fitted concentration of half-maximal effect; % is set by controls: 0 for no effect and ±100 for the full control effect; nearly all actives have a fitted effect of over 55% in size
#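 5-Fluorouridine DNA damage + compound/DMSO, 2,000 cells/well, 16 h, 37 °C/5% CO2. ONE-Glo, 30 min RT, luminescence. Readout = decrease in reporter signal.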
# TSHR antagonist = blocks TSH signaling through the human TSH receptor. P16473. TSHR-expressing cells, TSH-stimulated cAMP HTRF, 2 h; stronger effect = lower value. activity change, negative = inhibition, % at 11.5 µM. 330,000 compounds, 0.2% hits;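 active = activity change below a set negative limit, meaning inhibition stronger than a set level, cut at about -70% in these data; inconclusive = activity change between two set negative limits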; note: % is set by controls: 0 for no effect and ±100 for the full control effect
#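 Inhibition of cAMP made by TSHR-expressing cells under TSH stimulation (4nM final, EC80; 2 h, 37 deg C) is quantified with a one-step lysis HTRF kit, anti-cAMP cryptate versus cAMP-d2.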
# * hit, by the source's call; ? = inconclusive; · = not tested or not shown; [ ] = dose if it differs, or a comment. Unless noted, calls come from the whole dose curve; as a rule, active = well fitted curve in the direction sought with a large enough effect; inconclusive = small, poorly fitted or top-dose-only effect, or another doubt; inactive = no such curve, though single readings can be large; an effect the other way counts as inactive or inconclusive.
SMILES,hERG WT inh,TCR activator,TRPV1 ag,Mito fusion act,KCNH2 3.1 block,USP2a inh,AT treatment,Eya2 phos inh,ELG1 DNA repair,TSHR antagonist
O=C(CNC(=O)C1(c2ccccc2)CC1)Nc1ccc(F)c(F)c1,-6,1%,8,5%,-2,1%,1%,18%,4%,1
COc1cc(NS(=O)(=O)c2ccc(Nc3nc(-c4ccccn4)cs3)cc2)nc(OC)n1,-11,2%,-1,8%,6,-1%,8%[11.5 µM],3%,0%,-20
CC(C)OC(=O)/C(=C\C=C\c1ccccc1)NC(=O)c1ccccc1,-2,2%,?,-4%,-13,0%,28%,-6%,3%,36
Cc1cc(OCC(=O)N[C@@H](Cc2ccccc2)c2nc3ccccc3[nH]2)ccc1Cl,-13,4%[46.1 µM],13,-2%,-4,1%,-1%,-3%,?,6
COc1ccc(NN=Nc2nc3c([nH]2)c(=O)n(C)c(=O)n3C)cc1,4,-3%,·,8%,-3,0%,2%,26%,?,9
C=CCNC(=O)CN1CCC(n2nnc3cc(C(F)(F)F)ccc32)CC1,35,-3%,2,2%,-4,2%,-7%,-15%,-5%,9
O=C(COc1ccccc1Br)NCc1ccccn1,-17,0%,3,-4%,6,1%,-2%,10%,?,2
Cc1nn(C)c(C)c1S(=O)(=O)N(CC(=O)NC1CCCCCC1)c1ccc(C(C)C)cc1,-6,0%,1,-2%,0,4%,0%,11%,0%,-8
CCSc1nnc([C@H](C)NC(=O)OC(C)(C)C)o1,-7,-1%,1,3%,31,2%,17%,-10%,1%,-10
COc1cccc2cc(C(=O)Nc3cccnc3N3CCOCC3)c(=O)oc12,-25,5%,3,3%,2,0%,-9%,11%,0%,-10
Nc1nc(NCCCN2CCOCC2)nc(Nc2ccccc2)c1[N+](=O)[O-],2,-2%[46.1 µM],-1,10%,0,2%,8%,-5%,·,5
Cc1ccc(C(C(=O)NCc2ccco2)N(C(=O)CNC(=O)c2cccs2)c2c(C)cccc2C)cc1 (stereo not drawn),-2,3%[46.1 µM],0,-8%,-1,3%,-2%,0%,17%,3
CCNC(=S)N(CCc1ccc(S(N)(=O)=O)cc1)C1CC(=O)N(c2ccccc2)C1=O (stereo not drawn),14,1%,-4,5%,12,1%,-4%,-2%,-10%,-1
O=C(CSc1nc(=O)n2cc(Cl)ccc2n1)Nc1ccc2c(c1)OCO2,26,2%,0,2%,7,0%,4%,-19%,-6%,4
COC(=O)C1CCN(CC(=O)Nc2ccccc2Sc2ccccc2)CC1,-2,·,4,3%,-18,-9%,5%,-12%,11%,2
N#Cc1cn(CC(=O)NCC2CCCO2)c2ccccc12 (stereo not drawn),-1,-6%,6,3%,5,0%,-1%,1%,5%,20
COC(=O)CCCC(=O)N1CCC(CO)(CCc2ccccc2)CC1,2,2%,13,6%,31,0%,0%,11%,10%,-6
Cc1ccc(NC(=S)Nn2cnnc2)c(C)c1,·,·,2,2%,·,5%,5%,9%,4%,52
Cc1cc(C)cc(-c2nnc(SCC(=O)Nc3cc(C)on3)o2)c1,0,-2%,1,-5%,5,2%,-5%,25%,1%,4
O=C(Cn1nc(Cl)nc1Cl)c1cc2ccccc2oc1=O,1,-2%,0,-17%,3,3%,13%,6%,7%,8
Cc1ccc(/C=N/NC(=O)c2cccs2)cc1[N+](=O)[O-],20,2%,9,2%,-4,0%,-6%,-5%,?,-2
CCN1C(=O)c2cccc3c(S(=O)(=O)Nc4ccccn4)ccc1c23,-3,·,0,3%,10,-2%,3%,-18%,?,0
Cc1cc(NC(=O)c2ccc3c(c2)OCO3)ccc1NC(=O)c1ccccc1,6,-8%,0,-3%,7,1%,-4%,-1%,?,-8
N#Cc1ccc(CSc2nnc(COc3ccccc3)n2-c2ccccc2)cc1,0,2%,7,6%,10,2%,1%,-25%,?,-6

# Arranged by heavy-atom count (descending): 4 of the compounds above
SMILES,hERG WT inh,TCR activator,TRPV1 ag,Mito fusion act,KCNH2 3.1 block,USP2a inh,AT treatment,Eya2 phos inh,ELG1 DNA repair,TSHR antagonist
CCNC(=S)N(CCc1ccc(S(N)(=O)=O)cc1)C1CC(=O)N(c2ccccc2)C1=O (stereo not drawn),14,1%,-4,5%,12,1%,-4%,-2%,-10%,-1
N#Cc1ccc(CSc2nnc(COc3ccccc3)n2-c2ccccc2)cc1,0,2%,7,6%,10,2%,1%,-25%,?,-6
N#Cc1cn(CC(=O)NCC2CCCO2)c2ccccc12 (stereo not drawn),-1,-6%,6,3%,5,0%,-1%,1%,5%,20
Cc1ccc(/C=N/NC(=O)c2cccs2)cc1[N+](=O)[O-],20,2%,9,2%,-4,0%,-6%,-5%,?,-2

# (cont.)
SMILES,hERG WT inh,TCR activator,TRPV1 ag,Mito fusion act,KCNH2 3.1 block,USP2a inh,AT treatment,Eya2 phos inh,ELG1 DNA repair,TSHR antagonist
COc1ccc(C(=O)CC2(C(=O)O)CCCCC2)cc1,-5,-4%,1,3%,-6,1%,14%,-12%,-5%,-7
CCCCNC(=O)Nc1cc(C(=O)OC)ccc1C,-7,4%,1,-1%,9,-3%,2%,12%,?,0
COc1ccc(NC(=O)c2ccccc2)cc1,·,-7%,?,-8%,·,2%,4%,4%,?,-4
CC(C)COc1ccc(-c2nnc(-c3ccco3)o2)cc1,-2,3%,?,6%,-4,-2%,6%,-25%,?,-5
CC1CC(C)(C)NC(=S)N1CCC(=O)NCc1ccc(F)cc1 (stereo not drawn),3,·,-1,4%,2,5%,1%,-1%,16%,-4
O=c1ccc(-c2ccc(S(=O)(=O)NCc3cccc(Br)c3)s2)n[nH]1,11,0%,-1,15%,-9,-1%,4%,1%,29%,26
NS(=O)(=O)c1cc(C(=O)Nc2ccc3c(c2)CCC3)ccc1Cl,-3,3%,13,0%,11,0%,3%,4%,?,-9
COc1ccc(C(=O)N2CCN(C(=O)c3ccc(-c4ccccc4)cc3)CC2)cc1OC,8,-2%,4,-4%,-4,0%,1%,-3%,?,-2
Fc1ccc(CN2CCCN(C(=S)Nc3ccc(F)cc3)CC2)cc1,-2,-11%,7,-3%,-22,2%,-7%,-16%,?,-4
COc1ccc(S(=O)(=O)O)cc1P(=O)(c1ccccc1)c1ccccc1,0,0%,-2,4%,-11,4%,-5%,4%,3%,-6
CS/C(N)=N/N=C/c1ccc([N+](=O)[O-])cc1,0,1%,0,0%,0,-2%,-4%,-5%,?,2
CCO[C@H]1OC(C(=O)N2CCN(Cc3ccc4c(c3)OCO4)CC2)=C[C@@H](c2cn(C(C)=O)c3ccccc23)[C@@H]1CCCO,8,-2%,10,6%,7,1%,4%,-19%,10µM*,-4
COC(=O)CCCC1=CC2=C(c3ccccc3)C(=O)C(C)(OC(=O)C3CCCC3)C(=O)C2=CN1C1CCCC1 (stereo not drawn),7,4%,23,9%,-10,-15%,19%,2%,-26%,-4
CN1CCc2nc(SCC(=O)Nc3ccc(F)cc3)c(C#N)cc2C1,·,·,0,-5%,·,1%,-4%,-20%,14%,1
O=C1C2C3C=CC(CNS(=O)(=O)c4ccccc4)(O3)C2C(=O)N1c1ccc(Cl)cc1 (stereo not drawn),-6,-3%[46.1 µM],1,-5%,0,1%,11%,-9%,1%,8
CC1CCCCC12NC(=O)N(CC(=O)OCc1ccccc1F)C2=O (stereo not drawn),9,2%[46.1 µM],·,·,1,-1%,1%,2%,-6%,13
COC(=O)Cn1c(=NC(=O)c2ccc([N+](=O)[O-])s2)sc2cc(Br)ccc21,·,-2%[46.1 µM],16,20%,·,7%,2%,-2%,?,-4
Cc1ccc(CN2CCc3c(OCC(=O)Nc4cccc(C)c4C)cccc3C2=O)cc1,·,-9%[46.1 µM],-3,0%,·,0%,-1%,5%,?,3
Cc1cc(C)c2nc(NC(=O)c3ccc4c(c3)OCO4)sc2c1,7,2%,1,-1%,-12,-2%,5%,-6%,-3%,-4
O=C(CSc1nnc(-c2cccs2)o1)NCC1CN(Cc2ccccc2)CCO1 (stereo not drawn),21,1%,1,2%,-9,0%,-6%,-35%,3%,4
NNC(=O)C1CC1c1ccccc1 (stereo not drawn),-12,1%[46.1 µM],?,-4%,0,2%,-3%,6%,8%,16
CC1CCCC(NC(=O)COC(=O)c2ccccc2Sc2ccccc2C#N)C1C (stereo not drawn),1,-1%[46.1 µM],2,0%,?,7%,8%,2%,3%,3
Cc1cc(=O)oc(C)c1C(=O)N1CCN(Cc2ccc3c(c2)OCO3)CC1,-3,-11%,-1,0%,3,0%,4%,19%,-14%,-3
COc1ccc2c(n1)Sc1nc3ccccc3nc1N2,-13,0%,110*,10%,-7,12%,3%,11%,?,-11
COC(=O)c1cc(CSc2nnc(-c3ccccc3)c(-c3ccccc3)n2)oc1C,-1,-1%,6,-5%,-8,-4%,4%,-6%,21µM*,-11
O=C(CCC(=O)NNC(=O)Cc1ccccc1)NCc1ccccc1,-11,-3%,0,-7%,-21,-2%,0%,-5%,-6%,-7
CC(=O)N1CCc2c(sc(NC(=O)C3CC3)c2-c2nc3ccccc3s2)C1,-4,0%,?,6%,6,2%,-2%,-28%,?,-19

# Source: PubChem BioAssay

# An excerpt (hit frequency here may not be typical).
